Source: PubChem BioAssay
WT yeast gro inh = growth inhibition of WT yeast, mitochondrial fusion screen; mitochondrial fusion phenotypic screen, WT strain; inhibition, % at 10 µM; hit rate 2.1% among 190,000; AID 1362; in the data active = inhibition above about 58%; tested in S. cerevisiae
Autophagy HCS = modulators of autophagy. MEF GFP-LC3 puncta imaging; test concentration mostly 10 µM. calls only at 10 µM (by protocol). hit rate 0.98% among 190,000;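 active = percentage of spot-positive cells more than 3 SD above its plate mean, without a fluorescence outlier flag or 80% toxicity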;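 note: spot-positive cell cutoff set from DMSO-treated cells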
Yfh1-off respiration = mitochondrial function rescue without frataxin homolog – Friedreich's ataxia, plus single-dose screen, dose response (AID 1465); S. cerevisiae Yfh1-off respiration, WST-1 reduction, 72 h; higher fold induction means a stronger effect; fold induction at 50 µM, or EC50 in µM where a hit was titrated; hit rate 0.074% among 220,000;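 active = fold induction of absorbance versus untreated yeast above a set limit, then at least 30% activation at any dose in follow-up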;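 note: activators that raise dye reduction in frataxin-depleted yeast; strong numbers were not always called active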
Ins promoter up = MIN6 insulin promoter up-regulation | MIN6 insulin promoter-GFP reporter, high-content imaging; active compounds read high | hit rate 0.3% among 190,000 | z-score at 5 µM | AID 1625;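 active = z-score above 3 at 5 µM with at least 500 cells counted in the well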
MT stabilize HCS = stabilizes microtubules in HeLa cells. HeLa tubulin immunostaining HCS, 24 h; share of cells brighter than vehicle mean+2SD. hit rate 0.83% among 200,000. % tubulin-high responders, % at 10 µM;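 active = plate Z-score above 3 for both tubulin-high and condensed-nucleus cell shares, with cell loss under 80%, at 10 µM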;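 note: anti alpha tubulin signal scored within the nucleus-defined area of each cell; some results filed as inactive read as strong as hits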
human PMI inhibitors = human PMI inhibitors, high substrate, primary screen, biochemical, fluorescence intensity, high mannose 6-phosphate (AID 1220); recombinant PMI enzyme, coupled fluorescence intensity; higher % means a stronger effect; inhibition, % at 20 µM, or IC50 in µM where a hit was titrated; hit rate 0.66% among 190,000
Dynein cargo inh = blocks dynein driven cargo transport along microtubules; 3617.4 mouse cells, GR-EGFP nuclear translocation imaging; test concentration mostly 20 µM; stimulated with dexamethasone, 1 µM; active compounds read low; z-score, hits read low; hit rate 0.47% among 220,000; AID 1381;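 active = plate z-score of nuclear minus cytoplasmic receptor signal below a set negative limit, without overly bright fluorescence or cell loss, cut at about -3.5 in these data, passing the limit was not always enough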;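 note: z-score of nuclear minus cytoplasmic ring GR-EGFP intensity difference per well; some compounds called inactive have numbers as strong as hits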
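Buffer or medium: Induction medium lacking tetracycline, stripped serum | Also added: Dexamethasone agonist, 1.0 µM final, for 30 min | Timing: 48 h induction, 1 h compound, 30 min dex at 37 °C | Detection: Formaldehyde fixation, Hoechst nuclear stain, 10x automated fluorescence imaging | Measure: Nuclear versus cytoplasmic GR-EGFP signal, averaged per well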
human PMI inhibition = MPI enzyme activity inhibition – biochemical, fluorescence intensity, coupled assay, primary screen (AID 1209); purified PMI enzyme, coupled fluorescence intensity; higher % means a stronger effect; inhibition, % at 20 µM, or IC50 in µM where a hit was titrated; hit rate 0.42% among 190,000;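 note: plate controls were DMSO vehicle for no effect and wells lacking substrate for full effect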
b-catenin transl = modulators of beta-catenin nuclear translocation; nuclear translocation activity, % at 5 µM; AID 1665; hit rate 0.3% among 190,000; HeLa beta-catenin nuclear translocation, immunofluorescence imaging;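 active = nuclear translocation activity above 50% at 5 µM, with a well cell count of 50 or more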;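 note: per-cell ratio of nuclear to cytoplasmic median beta-catenin stain intensity; plate controls were DMSO negative control for no effect and GSK-3 inhibitor IX positive control for full effect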
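Technique: fluorescence imaging of beta-catenin antibody stain plus DAPI / Material: human HeLa cell line / Incubation: compound treatment 24 h, 37°C, 5% CO2 / Read-out basis: % activation of per-cell nuclear versus cytoplasmic median beta-catenin signal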
WT yeast gro inh mutant strain = second read-out of WT yeast gro inh, no call of its own (marks repeat the call); inhibition, %; mitochondrial fusion phenotypic screen, mutant strain inhibition
Dynein cargo inh cytoplasmic EGFP = second read-out of Dynein cargo inh, no call of its own (marks repeat the call); z-score; measured here: cytoplasmic GR-EGFP intensity; active compounds read high
Dynein cargo inh nuclear GR-EGFP = recorded beside Dynein cargo inh, whose call it bears; z-score; measured here: nuclear GR-EGFP intensity;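 lower value marks the stronger effect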
Dynein cargo inh cell count = also measured in Dynein cargo inh; calls as there; z-score; measured here: cell count per field
Ins promoter up cell count = recorded beside Ins promoter up, whose call it bears; cell count; measured here: cytotoxicity, nuclei count;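 total cells summed across four imaged fields per well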
b-catenin transl cell count 5 µM = further read-out of b-catenin transl, marked with its call; cell count; measured here: cell count, cytotoxicity flag
MT stabilize HCS Hoechst-high % = further read-out of MT stabilize HCS, marked with its call; % Hoechst-high responders; measured here: nuclear condensation Hoechst responders;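 share of cells brighter than vehicle mean plus two SD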
MT stabilize HCS cytotoxicity % = also measured in MT stabilize HCS; calls as there; toxicity, %; measured here: cytotoxicity by cell density;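 0% = mean cell density of plate MIN control wells and 100% = no cells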
Autophagy HCS cell loss 18 h = also measured in Autophagy HCS; calls as there; toxicity, %; measured here: cell loss, nuclei count;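 cell loss after 18 h compound exposure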
* hit, by the source's call; i = inactive; . = no result given. Cut-off read from the data, not from the text of the source, unless noted: active = inhibition above about 50%; inactive = the rest.

Each structure is followed by: WT yeast gro inh, WT yeast gro inh mutant strain, Autophagy HCS, Autophagy HCS cell loss 18 h, Yfh1-off respiration, Ins promoter up, Ins promoter up cell count, MT stabilize HCS, MT stabilize HCS Hoechst-high %, MT stabilize HCS cytotoxicity %, human PMI inhibitors, Dynein cargo inh, Dynein cargo inh cytoplasmic EGFP, Dynein cargo inh nuclear GR-EGFP, Dynein cargo inh cell count, human PMI inhibition, b-catenin transl, b-catenin transl cell count 5 µM
> Cc1coc(C)c1C(=O)CC1(O)C(=O)N(CCc2ccccc2)c2ccccc21 (stereo unspecified)
  -2, 3, i, 26, i, 0.12, 1269, 2.2, 1.6, 3.3, -64%, -2.2, 0.13, -1.2, 0.66, -32%, 1.9, 1004
> O=C(Nc1c2c(nc3ccccc13)CCCC2)c1cccc([N+](=O)[O-])c1
  -5, -3, i, -12, i, ., ., 3.7, 2.6, 4.9, -7%, 1.3, -0.09, 0.68, -2.1, 6%, 0.2, 970
> Cc1cc(C)nc(/N=C(\N)Nc2ccccc2-c2ccccc2)n1
  0, -10, i, 0, i, -2.2, 1185, 9.2, 15, 20, -1%, -0.78, -0.17, -0.2, 0.46, -4%, 2.9, 995
> CCc1ccccc1N1CCN(S(=O)(=O)c2ccc(F)c(C)c2)CC1
  31, -43, i, -6, i, 0.49, 1201, 2.6, 1.7, 3.9, 3%, -0.99, -0.23, -1.1, 0.066, 9%, 0.4, 1199
> Cn1nccc1NC(=O)c1nccnc1C(=O)O
  ., ., ., ., i, -0.19, 1490, ., ., ., ., 1.1, -0.16, 0.51, -1.3, ., -1.6, 1111
> CC(C)N=C1SC(CC(=O)Nc2ccccc2)C(=O)N1C(C)C (stereo unspecified)
  9, -2, i, -5, i, -0.15, 1424, 2.8, 2.2, 12, 4%, -0.37, -0.22, 0.26, 0.73, 3%, -0.6, 1551
> Cc1cccc(N2CCN(C(=O)COc3cc(=O)n(C)c4ccccc34)CC2)c1C
  6, 2, i, -1, i, -0.13, 1510, 2.7, 2.5, 12, 0%, -0.57, -0.15, -0.22, -0.26, 0%, -2.0, 1395
> COc1ccc(Nc2nc(C)nc3sc4c(c23)CCC4)cc1O
  3, -11, i, 19, i, -0.56, 1600, 21*, 8.4*, 49*, 33%, -0.12, -0.16, -0.015, 0.31, 12%, 1.9, 989
> O=c1[nH]c(CSc2nc3ccccc3[nH]2)nc2c1cnn2-c1ccccc1
  -5, 13, i, -12, i, 0.86, 1478, 2.4, 3.3, 3.1, -4%, -0.55, 0.16, 0.1, 0.19, 1%, -0.8, 1139
> O=C(CSc1nnc(NC(=O)Cc2ccc(F)cc2)s1)NCc1ccco1
  -5, 4, i, 6, i, 0, 1103, 3.4, 2.5, 1.4, -2%, -1.8, -0.18, -0.76, 0.66, -4%, -1.7, 1028
> Cc1cc(Nc2ccc(Br)c(C)c2)n2nc(C)nc2n1
  14, 2, i, 1, i, ., ., 1.4, 2.5, 6.6, 3%, -1.2, -0.2, -0.42, 0.78, 5%, -0.9, 1141
> Cc1cc(N2CCCC2=O)cc(C)c1S(=O)(=O)Nc1c(C)nn(C)c1C
  0, 2, i, -7, i, -1.5, 1289, 1.2, 2.0, 8.4, 0%, 2.1, 0.6, 2, -2.8, -3%, 0.9, 1131
> CC(C)CCn1c(S(=O)(=O)O)nc2ccccc21
  -3, -10, i, -3, i, -0.54, 1461, 1.7, 1.3, 7.7, -10%, -0.85, -0.23, -0.7, 0.62, 0%, 0.7, 1311
> COc1ccc(Nc2nc(CC(C)=O)ns2)cc1
  -7, 7, i, -13, i, -0.08, 1248, 3.7, 2.1, 5.3, -1%, -0.057, -0.18, -0.11, -0.88, -1%, -7.1, 1227
> CCOC(=O)c1ccc(NC(=O)Nc2cc(C)cc(C)n2)cc1
  7, 14, i, 37, i, 0.05, 1588, 1.3, 2.6, 1.2, 3%, -0.034, -0.27, 0.11, 0.29, 0%, -3.0, 962
> O=C(NCc1ccco1)C1CCCN1C(=O)Nc1ccccc1Cl (stereo unspecified)
  6, 5, i, 20, i, 0.31, 1411, 1.5, 1.2, 2.2, 6%, 0.11, -0.3, 0.058, 0.68, 8%, -0.3, 1550
> CC(C)c1nc(N2CCOCC2)c(C#N)c2c1COC(C)(C)C2
  17, -2, i, -11, i, 0.12, 1222, 4.0, 2.1, 3.1, 2%, -0.75, -0.44, -0.34, 0.55, 0%, 1.6, 1195
> O=c1c2ccccc2oc2nc(-c3ccco3)n(-c3ccccc3)c(=O)c12
  -4, 8, i, -3, i, -0.29, 1383, 1.8, 3.1, 9.3, 0%, -0.99, 0.18, -0.55, 0.62, 1%, -0.9, 1090
> COc1ccc(CNC(=O)CSc2nc3ccc(N)cc3s2)cc1
  -34, -20, i, 14, i, 0.25, 1418, 2.4, 2.6, 8.5, 28%, -0.15, -0.14, 0.03, -0.15, 4%, -5.1, 561
> O=C(Nc1nccs1)C1CCCN(S(=O)(=O)c2cccc3cccnc23)C1 (stereo unspecified)
  8, 7, i, 1, i, -0.08, 869, 3.0, 2.4, 5.4, 9%, -0.23, -0.25, 0.069, 0.4, 11%, ., .

Arranged by count of non-hydrogen atoms (low to high): 3 of the compounds above.
Each structure is followed by: WT yeast gro inh, WT yeast gro inh mutant strain, Autophagy HCS, Autophagy HCS cell loss 18 h, Yfh1-off respiration, Ins promoter up, Ins promoter up cell count, MT stabilize HCS, MT stabilize HCS Hoechst-high %, MT stabilize HCS cytotoxicity %, human PMI inhibitors, Dynein cargo inh, Dynein cargo inh cytoplasmic EGFP, Dynein cargo inh nuclear GR-EGFP, Dynein cargo inh cell count, human PMI inhibition, b-catenin transl, b-catenin transl cell count 5 µM
> COc1ccc(Nc2nc(CC(C)=O)ns2)cc1
  -7, 7, i, -13, i, -0.08, 1248, 3.7, 2.1, 5.3, -1%, -0.057, -0.18, -0.11, -0.88, -1%, -7.1, 1227
> COc1ccc(CNC(=O)CSc2nc3ccc(N)cc3s2)cc1
  -34, -20, i, 14, i, 0.25, 1418, 2.4, 2.6, 8.5, 28%, -0.15, -0.14, 0.03, -0.15, 4%, -5.1, 561
> O=c1c2ccccc2oc2nc(-c3ccco3)n(-c3ccccc3)c(=O)c12
  -4, 8, i, -3, i, -0.29, 1383, 1.8, 3.1, 9.3, 0%, -0.99, 0.18, -0.55, 0.62, 1%, -0.9, 1090

Continuation.
Each structure is followed by: WT yeast gro inh, WT yeast gro inh mutant strain, Autophagy HCS, Autophagy HCS cell loss 18 h, Yfh1-off respiration, Ins promoter up, Ins promoter up cell count, MT stabilize HCS, MT stabilize HCS Hoechst-high %, MT stabilize HCS cytotoxicity %, human PMI inhibitors, Dynein cargo inh, Dynein cargo inh cytoplasmic EGFP, Dynein cargo inh nuclear GR-EGFP, Dynein cargo inh cell count, human PMI inhibition, b-catenin transl, b-catenin transl cell count 5 µM
> Cn1c(=N)n(CC(O)c2ccco2)c2ccccc21 (stereo unspecified)
  -7, 4, i, 2, i, 1.1, 1525, 5.3, 1.9, 1.0, 31%, -0.88, -0.15, -0.2, 1.7, 3%, -1.6, 1172
> O=C(Cn1nc(Cc2cccnc2)c2ccccc2c1=O)NCCCN1CCCC1=O
  10, 7, i, -1, i, -1.4, 956, 3.6, 2.9, 6.7, -4%, 0.58, 0.083, 0.63, -1, -5%, ., .
> Cc1cc([N+](=O)[O-])c(N2CCC[C@@H]2C(=O)O)c([N+](=O)[O-])c1
  -10, -6, i, 0, i, -1.3, 1828, 1.5, 1.5, 9.4, 13%, -0.95, -0.035, -0.71, 0.93, 14%, 0.8, 1067
> O=C(O)CCCn1nc(C(F)(F)F)c2c1CCCCC2
  47, -1, i, -3, i, ., ., 3.5, 1.8, 6.4, 2%, -0.99, -0.38, -0.23, 0.82, 0%, -4.3, 921
> Nc1c(-c2ccccc2)nc(Cl)nc1-c1ccccc1
  -3, -12, i, -18, i, 1.4, 1507, 2.1, 1.6, 7.6, -4%, -0.85, -0.19, 0.24, 0.35, -3%, 2.9, 1474
> CCCCNc1nc2sc3c(c2c(=O)n1-c1cccc(Cl)c1)CCN(C)C3
  ., ., ., ., i, 0.21, 1086, ., ., ., ., 1.4, -0.092, 0.57, -0.45, ., 0.1, 1352
> COc1ccc(CCNC(=O)c2ccc(NS(=O)(=O)c3c(C)noc3C)cc2)cc1OC
  -1, 35, i, -13, i, 0.75, 1320, 1.7, 2.6, 7.0, 12%, -0.23, -0.2, 0.011, -0.072, 6%, 0.2, 845
> O=C(NN1CCOCC1)c1cccc(COc2cccc(Br)c2)c1
  -10, 8, i, 3, i, 1.1, 1252, 5.9, 3.6, 4.3, 4%, 0.0056, -0.35, 0.31, 0.04, 6%, -1.9, 1098
> Cc1cc(N=Nc2ccccc2)c(NCC(O)C(O)C(O)CO)cc1C (stereo unspecified)
  9, 16, i, -29, i, -0.39, 1370, 2.9, 1.7, 10, 19%, -0.49, -0.16, -0.074, 0.43, 10%, -1.0, 1150
> COCCOC(=O)C1=C(C)NC(=S)NC1/C=C/c1ccccc1 (stereo unspecified)
  -11, 8, i, 4, i, -0.02, 1120, 1.5, 2.8, 14, -2%, 0.7, -0.25, 0.73, -0.69, 1%, -0.7, 886

Copied from the list.
Dynein cargo inh, O=C(O)CCCn1nc(C(F)(F)F)c2c1CCCCC2 is entered as -0.99
Autophagy HCS cell loss 18 h, Nc1c(-c2ccccc2)nc(Cl)nc1-c1ccccc1 is entered as -18
Dynein cargo inh cell count, COCCOC(=O)C1=C(C)NC(=S)NC1/C=C/c1ccccc1 (stereo unspecified) is entered as -0.69
b-catenin transl cell count 5 µM, Cc1cc([N+](=O)[O-])c(N2CCC[C@@H]2C(=O)O)c([N+](=O)[O-])c1 is entered as 1067
Dynein cargo inh cell count, COc1ccc(CCNC(=O)c2ccc(NS(=O)(=O)c3c(C)noc3C)cc2)cc1OC is entered as -0.072
